15-hLO-2 inh: inhibitors of human 15-lipoxygenase 2 (ALOX15B) | O15296 | purified 15hLO-2, xylenol orange hydroperoxide absorbance | Potency, µM (highest dose often 57.1 µM), without a hit: at the top dose activity change, negative = inhibition, most hits filed as inhibitors | actives 0.56% (n = 110,000) | AID 881; note: potency is the fitted concentration of half-maximal effect; nearly all actives have a fitted effect of over 60% in size; many of its hits are not listed in these tables
Target sequence (O15296 whole entry, looked up): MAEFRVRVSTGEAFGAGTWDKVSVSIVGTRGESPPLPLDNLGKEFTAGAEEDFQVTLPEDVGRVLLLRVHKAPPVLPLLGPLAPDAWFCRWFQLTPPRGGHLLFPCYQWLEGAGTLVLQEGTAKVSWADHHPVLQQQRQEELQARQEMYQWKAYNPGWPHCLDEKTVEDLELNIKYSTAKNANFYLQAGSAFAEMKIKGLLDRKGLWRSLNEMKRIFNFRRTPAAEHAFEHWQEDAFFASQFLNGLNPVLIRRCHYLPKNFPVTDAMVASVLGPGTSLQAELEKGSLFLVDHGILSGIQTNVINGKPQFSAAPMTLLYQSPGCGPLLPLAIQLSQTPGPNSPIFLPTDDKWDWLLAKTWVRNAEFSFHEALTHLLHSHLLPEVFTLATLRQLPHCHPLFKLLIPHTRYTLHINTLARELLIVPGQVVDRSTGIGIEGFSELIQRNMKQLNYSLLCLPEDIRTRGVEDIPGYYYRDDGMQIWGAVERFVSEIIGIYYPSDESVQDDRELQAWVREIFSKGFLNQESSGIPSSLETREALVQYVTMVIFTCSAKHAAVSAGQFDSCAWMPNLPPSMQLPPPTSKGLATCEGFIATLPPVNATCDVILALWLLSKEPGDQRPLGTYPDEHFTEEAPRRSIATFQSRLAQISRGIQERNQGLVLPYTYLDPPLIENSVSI
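Read-out: hydroperoxide product oxidises ferrous iron, measured as xylenol orange complex via the 573-to-405 nm absorbance ratio after 30 min. Reaction: 50 nM enzyme, 15 min compound preincubation, 45 uM arachidonic acid, 90 min RT, Hepes pH 7.5 with Triton X-100.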
ALOX12 inhib: inhibitors of human 12-lipoxygenase (ALOX12) | P18054 | purified 12-hLO, xylenol orange hydroperoxide absorbance | Potency, µM (top dose mostly 57.1 µM), without a hit: top-dose activity change, negative = inhibition, actives largely listed as inhibitors | actives 0.12% (n = 150,000) | AID 1452; note: potency is the fitted concentration of half-maximal effect; nearly all actives have a fitted effect of over 55% in size; many of its hits are not listed in these tables
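150 nM 12hLO, 25 mM Hepes pH 7.0 + 0.01% Triton X-100; cpd preinc 15 min RT; 40 uM arachidonic acid, 30 min RT; Fe-XO 30 min; A573/A405 ratio as read-out.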
PNC inhibitor: inhibitors of perinucleolar compartment assembly; AID 2417; PC3M PTB-GFP, PNC prevalence imaging, 16 h; hits give low values; actives 3.1% (n = 140,000); activity change (PNC), negative = inhibition, % at 10 µM;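 active = readout at or below -70, meaning at least 70% loss of cells showing the perinucleolar compartment, a nuclear body marking cancer cells; inconclusive = readout between -30 and a set limit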;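 note: plate controls were DMSO wells for no effect and camptothecin positive control wells for full effect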
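Read-out is percentage of cells bearing a perinucleolar compartment, from automated 20x imaging of fixed, Hoechst-stained PC3M PTB-GFP cells. Cells were seeded 4 h, then exposed 16 h to compound (23 nl of library stock) in duplicate plates.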
IMPase inh: cell-permeable inhibitors of inositol monophosphatase (IMPase); CHO-M1 cells, IP1 accumulation, HTRF TR-FRET ratio; inhibition (IP1 accumulation), % at 46.1 µM; 120,000 tested, under 10 active; active = well fitted curve in the direction sought with a large enough effect in the signal ratio, not every such curve was filed as active; inconclusive = small, poorly fitted or top-dose-only effect, or a change in a side signal; inactive = no such curve, though single readings can be large or run the other way; the % refers to the signal ratio;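 note: cells stimulated with carbachol in lithium chloride buffer; plate controls were DMSO basal wells for no effect and reference inhibitor wells for full effect; higher means more IMPase inhibition seen as more IP1 and lower FRET ratio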
Target sequence (P97697 whole entry, looked up): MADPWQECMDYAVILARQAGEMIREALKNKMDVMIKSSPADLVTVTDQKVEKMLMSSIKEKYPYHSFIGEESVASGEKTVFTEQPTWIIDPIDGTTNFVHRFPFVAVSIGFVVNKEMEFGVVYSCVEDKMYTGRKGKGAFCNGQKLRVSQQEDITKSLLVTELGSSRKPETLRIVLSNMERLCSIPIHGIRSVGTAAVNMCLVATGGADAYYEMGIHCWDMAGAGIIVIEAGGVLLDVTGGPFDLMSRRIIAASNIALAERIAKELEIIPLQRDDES
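Seeded CHO-M1 cells were dosed with compound at up to 46 uM, stimulated with carbachol for 30 min, then lysed in IP-One detection reagents. Higher IP1 lowers the TR-FRET signal.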
Active calls of the source: *; ? = inconclusive; nt = not tested or not shown; & = joins results of further samples; [ ] = another dose, or the depositor's remark. Unless noted, calls come from the whole dose curve; as a rule, active = well fitted curve in the direction sought with a large enough effect; inconclusive = small, poorly fitted or top-dose-only effect, or another doubt; inactive = no such curve, though single readings can be large; an effect the other way counts as inactive or inconclusive. Unless noted, % is set by controls: 0 for no effect and ±100 for the full control effect. Some of the compounds tested; the hit share may differ from the screen's.

SMILES	15-hLO-2 inh	ALOX12 inhib	PNC inhibitor	IMPase inh
CCOC(=O)c1c(C)n(C)c2ccc(OCC(N)=O)cc12	4.5%	4.7%	?	2.0
CC(C)=CC(=O)Nc1ccccc1C(N)=O	-2.0%	3.3%	8.3	10.3
CCOc1cc(N2CCOCC2)c(OCC)cc1NS(=O)(=O)c1ccc(Cl)s1	-15.9%	-18.0%	?	7.3
CCOc1cc(C2C(C#N)=C(N)Oc3n[nH]c(CC)c32)ccc1OCCN1CCOCC1 (stereo not given)	nt	1.8%	63.0	-4.6
Cc1nn(-c2ccccc2)c2c1C(c1ccc(F)cc1F)C(C#N)=C(N)O2 (stereo not given)	-9.4%	-8.1%	?	3.3
CCCCC(CC)Cn1c(O)c(/C=C2\C=NN=C2c2ccccc2)sc1=S (stereo not given)	nt	0.8%	?	nt
Cc1ccc(S(=O)(=O)c2nc(S(C)(=O)=O)sc2NCc2ccc3c(c2)OCO3)cc1	nt	-4.0%	6.1	2.3
CCn1c(SCC(=O)Nc2nccs2)nnc1-c1ccccc1	10.8%[11.4 µM]	-0.4%	?	17.1[1.84 µM]
CC(C)OC(=O)c1ccc(NC(=O)C2C3CC4OC(=O)C2C4C3)cc1 (stereo not given)	nt	1.3%	271.3	8.1
CCc1ccc(CNc2ccc3c(c2)ncn3C)cc1	40.7%[activator]	0.9%	25.7	?
CCOC(=O)c1cnc2c(Cl)c(Cl)ccc2c1N1CCN(C)CC1	30.5%[activator]	-6.2%	16.5	7.1
Cc1cccc(N(CC(=O)O)CC(=O)O)c1	nt	-2.4%	?	nt
Cc1ccc(NC(=O)N2CCC(O)(c3ccc(Cl)cc3)CC2)cc1	-1.3%	-5.6%	15.6	20.1
CCOC(=O)CSc1nc(CC)nc2ccccc12	3.0%	-3.4%	-17.8	?
Cc1ccc(O)c(CC(C)C)n1	-2.5%	4.1%	51.3	0.4
O=C(NC1CCCC1)C(c1ccccn1)N(C(=O)c1csnn1)C1CCCCC1 (stereo not given)	nt	1.1%	217.5	0.2
O=C(Nc1cccc(C(F)(F)F)c1)C1CCCN1S(=O)(=O)c1cccc2cccnc12 (stereo not given)	0.3%	-7.3%	?	2.6
COc1ccc(Cl)cc1NC(=O)CCN1CCN(c2ccccc2C)CC1	55.4%[activator]	-2.5%	-13.5	-20.9
CC(=O)Nc1ccccc1NC(=O)CN(C)S(=O)(=O)c1ccc(C)cc1	-1.9%	1.1%	23.5	6.6
CC(C)C(C(=O)OCC(=O)c1cccc([N+](=O)[O-])c1)N1C(=O)[C@@H]2[C@H]3CC[C@H](C3)[C@@H]2C1=O (stereo not given in full)	nt	-4.2%	-25.3	-0.7
COc1ccc(NS(=O)(=O)c2cccc(N3CC(O)=C(c4ccccc4)C3=N)c2)cc1	nt	-7.5%	-15.7	0.0
O=C(c1csnn1)N1CCC2(CCCN(c3ccccn3)C2)CC1	-3.4%	0.5%	nt	nt
CC(=O)/C(C#N)=C1\NC(=O)C(Cc2ccccc2Cl)S1 (stereo not given)	-10.0%	0.9%	-4.7	-8.9
COc1ccc([N+](=O)[O-])cc1N1C(=O)c2cccc3cccc(c23)C1=O	nt	-5.9%	15.7	nt
Cc1cccc(NC(=O)CCS(=O)(=O)c2cccc3nsnc23)c1C	-20.1%	14.4%	40.4	2.2
SMILES	15-hLO-2 inh	ALOX12 inhib	PNC inhibitor	IMPase inh
COc1ccc(C2N(C(=O)c3ccccc3)CCN2C(=O)c2ccccc2)cc1	-1.6%	-2.8%	1.7	6.7
O=[N+]([O-])c1cccc(/C([O-])=C(/C(=S)Nc2ccccc2)[n+]2ccccc2)c1	nt	-4.9%	14.3	nt
O/N=C/c1ccc(OCC(O)COc2ccc(/C=N/O)cc2)cc1	-8.2%	5.3%	1.0	-0.5
COC(=O)c1ccc2c(=O)n(CCCCCC(=O)N3CCN(c4ccc(F)cc4)CC3)c(=O)[nH]c2c1	3.7%	-2.9%	43.3	-4.5
COC(=O)C1C2C=CC3(CN(c4cccc(C)c4)C(=O)C13)O2 (stereo not given)	0.6%	-7.6%	?	1.5
C=CCc1ccccc1OCCSc1nc2ccc([N+](=O)[O-])cc2s1	nt	-2.4%	-7.0	nt
Cc1cc(SCC(=O)c2cccs2)n2nc(C)c(-c3ccccc3)c2n1	nt	-8.3%	-25.1	nt
CCOC(=O)c1cccc(NC(=O)C2(S(=O)(=O)c3ccc(C)cc3)CC2)c1	nt	0.0%	?	nt
CCCNC(=O)C(NS(=O)(=O)c1cccc2nsnc12)c1ccccc1 (stereo not given)	nt	6.7%	66.9	1.1
CCCC(=O)Nc1cc2c(cc1C(=O)c1ccccc1)OCCO2	3.6%	-7.5%	-12.3	7.5
CCSc1nc2ccccc2n1Cc1nc(N)nc(N(C)C)n1	10.9%	-4.6%	9.7	-0.3
Cc1ccc(SCC2(O)CCN(S(=O)(=O)c3ccc(Cl)cc3)CC2)cc1	nt	-21.0%	-100.0*	-8.7
CC(C)=O	-3.5%	-0.1%	nt	nt
CCn1c(CCNC(=O)c2cccs2)nnc1SCC(=O)NC1CCCCC1	6.2%[2.29 µM]	0.4%	-26.5	12.2
Cc1cc(C)n2nc[n+](C)c2n1	17.9%[2.29 µM]	-6.3%	?	1.9
Cc1noc(C)c1CS(=O)(=O)c1ccc(Br)cc1	0.5%	-2.2%	-16.4	7.6
COc1ccc(OC(=O)c2cn(C)nc2C(F)(F)F)cc1	-2.9%	-3.7%	-29.1	3.7
O=C(O)CC12C[C@H]3C[C@@H](C1)CC(n1ncc(N4CCN(c5ccccc5)CC4)c(Cl)c1=O)(C3)C2	nt	-7.5%	2.4	-6.5
CCc1cc(C(=O)COc2ccccc2F)c(O)cc1O	4.9%	-24.7%	37.0	1.3
CCC(CCC(=O)Nc1ccn(-c2ccccc2)n1)C(=O)O (stereo not given)	5.8%	13.8%	3.7	-10.6
Cc1cc(C(=O)NCCC2=CCCCC2)no1	6.0%	1.7%	54.9	-1.5
CCCCn1c(C)csc1=Nc1cccnc1	nt	1.3%	50.5	nt
CC(=O)Oc1ccc(C(=O)[C@H]2[C@H]3C(=O)N(c4ccc5ccccc5c4)C(=O)[C@H]3[C@@H]3C=CC=NN32)cc1	nt	-2.5%	55.3	1.2
Cc1ccc(C2C(C#N)=C(N)Oc3n[nH]c(-c4cccs4)c32)cc1 (stereo not given)	nt	-11.8%	?	-3.8
Cc1cc(C)nc(SCc2nnc(SCC(=O)N3CCCc4ccccc43)n2C)n1	-4.8%	-0.3%	14.6	5.6
SMILES	15-hLO-2 inh	ALOX12 inhib	PNC inhibitor	IMPase inh
CS(=O)(=O)Cc1nc2ccccc2oc1=O	-25.7%	-5.9%	34.1	-5.9
O=C(Nc1ccccc1C(=O)OCC(=O)c1c[nH]c2ccccc12)c1ccco1	nt	4.5%	59.4	9.2
CC1(C)CC(N2CCN(c3ccccc3)CC2)=CC(=[N+]2CCCC2)C1	-3.2%	-4.2%	15.0	12.8
COc1cccc(CN2CCN(C(=O)c3ccc(-c4ccccc4)cc3)CC2)c1	nt	-4.2%	-4.4	nt
CC(=O)[C@@H]1[C@@H](C(=O)c2ccc(C)cc2)[C@]2(C(=O)Nc3ccccc32)[C@H]2C=Cc3cc(F)ccc3N12	nt	-3.7%	28.1	nt
O=C(O)C12CC3CC(C1)CC(n1cnc(Cl)n1)(C3)C2	nt	7.5%	-6.2	-10.4
COC(=O)N/N=C/c1c(C)cc(C)cc1C	nt	1.3%	5.5	nt
O=C(/C=C/c1ccccc1)NC1CCS(=O)(=O)C1 (stereo not given)	nt	0.4%	?	nt
OC(COc1ccc2c(c1)OCO2)CN1CCc2ccccc2C1 (stereo not given)	7.7%	-2.1%	?	-2.8
COc1cc(/C=C(/C#N)c2nc3ccccc3c(=O)[nH]2)ccc1O	nt	-0.2%	-25.4	nt
O=C(CSc1ccc2ccccc2n1)Nc1nsc(-c2ccc(Cl)cc2)n1	nt	-2.1%	15.4	-1.1&-5.0
CCOC(=O)c1sc(=S)n(CC)c1N	-10.5%	-6.8%	22.5	-9.7
Cc1ccc(CN2CCS(=O)(=O)CC2)cc1	-8.4%	3.3%	24.9	-3.3
CC(C)(Oc1ccc(Cl)cc1)C(=O)OCC(=O)N1CCCC1	0.0%	-3.2%	11.4	6.0
O=C(CSc1nc2ccccc2[nH]1)NCC1CCCO1 (stereo not given)	nt	-0.9%	14.4	-3.8
CN(Cc1ccccc1)C(=O)c1ccccc1NC(=O)c1ccco1	nt	0.3%	199.6	1.8
Cc1ccc(-c2nnn(CC(=O)N(Cc3cccs3)C(C(=O)NC(C)(C)C)c3ccco3)n2)o1 (stereo not given)	-13.8%	-2.4%	-10.3	9.5
COc1cc(CNCCc2ccc(F)cc2)ccc1OCc1ccc(Cl)nc1	33.2%[activator]	2.2%	10.8	8.2
O=S(=O)(c1ccc(F)cc1)N1CCN(C(=S)NCc2ccco2)CC1	nt	-0.9%	8.4	nt
COc1ccc(/C=C/C(=O)c2cc(Br)ccc(=O)c2O)cc1	nt	-28.9%	-18.0	nt
CN1/C(=C\C(=O)COC(=O)C2COc3ccccc3O2)C(C)(C)c2ccccc21 (stereo not given)	9.5%	-7.3%	15.9	-14.5
O=C(c1ccccc1CCc1ccccc1)N1CCOCC1	-2.7%	2.3%	-25.3	5.2
Cc1cccc(NC(=O)CCNS(=O)(=O)c2cccc3nsnc23)c1	-8.0%	0.2%	-3.5	6.2
Cc1ccc(C(=O)CNc2ccc(Br)cc2)cc1	nt	7.5%	47.2	0.3
O=S(=O)(c1cccc(F)c1)N1CCN(Cc2ccc3c(c2)OCO3)CC1	6.8%	-3.7%	?	10.4
SMILES	15-hLO-2 inh	ALOX12 inhib	PNC inhibitor	IMPase inh
CC(C)NCCOCCOc1ccc(Cl)cc1Br	nt	6.2%	2.6	nt
Cc1cc(C)c(NC(=O)CCCOC(=O)C2=COCCO2)c(C)c1	0.3%	-4.8%	-1.6	-1.8
Cc1ccc(-c2nc(CS(=O)(=O)CC(=O)NC3CCCCC3C)c(C)o2)cc1 (stereo not given)	-6.1%	0.9%	6.0	1.2
Cc1nn(C)cc1/C=N\NC(=O)c1ccc(Cn2cc(Cl)cn2)cc1	nt	0.8%	22.6	nt
C=CCn1c(=O)c(C(=O)NCCN(CC)CC)c(O)c2ccccc21	13.4%	-1.1%	-1.6	9.6
Fc1ccccc1NC(=S)N/N=C/c1ccccc1Br	?	-13.4%	-17.9	18.6
CCN1CCN(C(=O)CSc2cc(=O)n(CC)c3ccccc23)CC1	0.0%	1.7%	52.2	0.6
CC(=O)OCCCCON1C(=O)c2ccccc2C1=O	2.2%	-2.7%	-4.2	-3.1
O=C(O)C1CCCNC1 (stereo not given)	nt	-1.6%	-82.7*	nt
O=C(O)c1ccccc1NC(=S)NC(NC(=O)c1ccccc1[N+](=O)[O-])C(Cl)(Cl)Cl (stereo not given)	?	8.3%	24.2	2.8
O=C1OCCN1C(=O)[C@H]1[C@H](c2ccc([N+](=O)[O-])cc2)C(c2ccc(F)cc2)=NN1c1ccc(Br)cc1	-5.6%[0.0915 µM]	-4.1%[0.00818 µM]	nt	nt
COc1ccc(C(=O)NC(=S)Nc2ccccc2N2CCOCC2)cc1[N+](=O)[O-]	nt	6.0%	29.3	nt
N#Cc1ccc(COC(=O)c2ccc(N3CCCC3)c([N+](=O)[O-])c2)cc1	nt	0.2%	?	0.5
CC(=O)C1=C(O)C(=O)N(Cc2ccco2)C1c1ccc(F)cc1 (stereo not given)	34.9%[activator]	31.7%[activator]	-23.2	-3.9

Ordered by count of non-hydrogen atoms (descending): some entries from above.
SMILES	15-hLO-2 inh	ALOX12 inhib	PNC inhibitor	IMPase inh
O=C1OCCN1C(=O)[C@H]1[C@H](c2ccc([N+](=O)[O-])cc2)C(c2ccc(F)cc2)=NN1c1ccc(Br)cc1	-5.6%[0.0915 µM]	-4.1%[0.00818 µM]	nt	nt
CCCCn1c(C)csc1=Nc1cccnc1	nt	1.3%	50.5	nt
Cc1ccc(CN2CCS(=O)(=O)CC2)cc1	-8.4%	3.3%	24.9	-3.3
